Rtt109 HAT inh = blocks Candida albicans Rtt109/Vps75 acetyltransferase activity; purified Rtt109/Vps75, ThioGlo CoA-SH fluorescence, 4 h; inhibition, % at 34.9 µM; 0.16% of 330,000 active;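 active = inhibition of at least 50% in every replicate; inconclusive = best replicate reaches 50% inhibition but some replicates fall short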
CDK5 inh = blocks human CDK5/p35 kinase activity. inhibition, % at 10 µM. Q00535+Q15078. AID 488839. Recombinant CDK5/p35, ADP-Glo luminescence, 60 min. 0.01% of 330,000 active;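 active = highest replicate inhibition of at least 50% and at least 75% of replicates reaching 50%; inconclusive = only one of the two criteria met; inactive = both criteria failed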;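 note: plate controls were DMSO neutral control for no effect and GW8510 at 10 µM for full effect; many of its hits are not listed in these tables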
Target sequence (Q00535 whole entry, looked up): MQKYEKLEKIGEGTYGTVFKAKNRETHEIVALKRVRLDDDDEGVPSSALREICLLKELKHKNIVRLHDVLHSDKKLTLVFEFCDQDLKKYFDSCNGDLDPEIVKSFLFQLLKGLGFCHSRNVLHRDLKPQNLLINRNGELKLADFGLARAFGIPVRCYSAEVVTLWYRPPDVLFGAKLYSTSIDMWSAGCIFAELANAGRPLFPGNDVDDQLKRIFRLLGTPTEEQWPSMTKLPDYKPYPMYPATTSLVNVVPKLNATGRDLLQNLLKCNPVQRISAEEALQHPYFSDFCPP
Target sequence (Q15078 whole entry, looked up): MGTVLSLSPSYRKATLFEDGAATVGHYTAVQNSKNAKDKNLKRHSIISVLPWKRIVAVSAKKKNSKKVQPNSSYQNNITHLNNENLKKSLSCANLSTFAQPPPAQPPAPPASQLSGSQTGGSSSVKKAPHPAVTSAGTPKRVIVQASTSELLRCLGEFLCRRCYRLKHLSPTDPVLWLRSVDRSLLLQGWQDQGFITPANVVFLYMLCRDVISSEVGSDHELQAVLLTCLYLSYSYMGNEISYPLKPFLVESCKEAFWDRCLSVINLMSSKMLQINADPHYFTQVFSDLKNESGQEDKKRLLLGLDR
CAL PDZ FP-1 = inhibitors of human CAL PDZ peptide binding; AID 504414; Q9HD26; 0.02% of 330,000 active; purified CAL PDZ, TMR-peptide fluorescence polarization, 1 h; inhibition, % at 20 µM;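 active = highest replicate inhibition of at least 40%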;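 note: plate controls were DMSO neutral control wells for no effect and unlabeled competitor peptide control wells for full effect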
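Material: tagged CAL PDZ protein CerCALP, purified; buffer or medium: sodium phosphate/NaCl buffer pH 7.4 with TCEP, IgG, Thesit; also added: fluorescent TMR peptide probe; schedule: 1 h incubation at room temperature before polarization reading; technique: fluorescence polarization from S- and P-plane intensities, G-factor corrected; control set: unlabelled peptide and DMSO controls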
Tat transport = E. coli Tat transport inhibition; E. coli MC4100 TorA-mCherry Tat export, fluorescence; inhibition, % at 10 µM; 0.036% of 340,000 active; AID 488895;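 active = mean replicate inhibition at least 50% and at least half of replicates individually reaching 50%; inconclusive = only one of the two criteria met; inactive = neither criterion met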;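 note: exported cargo escapes ClpAP degradation while cytoplasmic cargo is degraded and loses fluorescence; 0% = median of neutral control wells and 100% = median of NaSCN control wells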
V-ATPase pHluor = regulators of yeast V-ATPase proton transport; 0.37% of 350,000 active; S. cerevisiae, pHLuorin cytosolic pH fluorescence; AID 504577; response, % at 10 µM; in the data active = response mostly above about 7.3%, no sharp cut-off; inactive = mostly below about 5.4%; note: actives read high; inactives centre near 0; some compounds called inactive have numbers as strong as hits
cardiac RTF act = cardiac RTF calcium sensitization | P19429+P45379 | IANBD-labeled TnC RTF fluorescence at EC20 calcium; 0% EC20 calcium, 100% full calcium | activation, % at 7.2 µM | 0.24% of 340,000 active | AID 493008;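 active = activation above the mean over all tested compounds plus 3 SD, cut at about 30% in these data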;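 note: rise in fluorescence read as greater calcium sensitivity of cardiac thin filaments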
MITF act = increases MITF-driven TRPM1 promoter luciferase signal; SK-MEL-5 TRPM1-promoter luciferase, 24 h; % of positive control, neutral wells = 0; activation, % at 12.5 µM; 0.75% of 300,000 active;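 active = mean activation of at least 80% with every replicate also reaching 80%; inconclusive = mean reaches 80% but some replicate falls short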;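 note: 0% = neutral control wells and 100% = parthenolide positive control wells; values of inactives mirror those of a sister screen read the other way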
CAL PDZ FP-2 = blocks peptide binding to the human CAL PDZ domain. inhibition, % at 24.9 µM. 0.92% of 300,000 active. purified CAL PDZ, TMR-peptide fluorescence polarization, 1 h. AID 602252. Q9HD26;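 active = mean inhibition of at least 30% with at least half of replicates also reaching 30%; inconclusive = no clear call, values can overlap the other calls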;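 note: 0% = DMSO neutral control and 100% = excess unlabeled competitor peptide PRC23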
dFosB act = mouse delta FosB homodimer activation; purified delta FosB, TAMRA-CDK5 oligo fluorescence polarization; percent of positive-control signal above neutral wells; AID 493131; P13346; 0.99% of 340,000 active; activation, % at 25 µM;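 active = mean activation above about 17%, with every replicate also reaching it, limit read from the data, passing the limit was not always enough; inconclusive = only one of the two conditions met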;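 note: fluorescence polarization rise as delta FosB binds a TAMRA Cdk5 AP-1 oligo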
Target sequence (P13346 whole entry, looked up): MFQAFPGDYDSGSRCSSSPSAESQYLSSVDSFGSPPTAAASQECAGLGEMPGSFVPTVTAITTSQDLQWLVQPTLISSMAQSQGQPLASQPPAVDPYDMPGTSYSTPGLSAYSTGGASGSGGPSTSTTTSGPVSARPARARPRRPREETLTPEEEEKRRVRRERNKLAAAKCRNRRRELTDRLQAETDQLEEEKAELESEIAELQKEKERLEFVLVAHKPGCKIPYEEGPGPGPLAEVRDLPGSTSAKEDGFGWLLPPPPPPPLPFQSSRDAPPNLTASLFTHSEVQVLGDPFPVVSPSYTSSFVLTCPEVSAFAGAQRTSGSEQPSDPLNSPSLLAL
Wnt act = activates Wnt/beta-catenin signaling in a reporter cell assay. 1.2% of 300,000 active. activator, plate reader. AID 743398. activation, % at 9.35 µM; in the data active = activation above about 30%, passing the limit was not always enough; inconclusive = no clear call, values can overlap the other calls;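 note: 0% = neutral control wells and 100% = positive control wells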
* hit, by the source's call; u = inconclusive; x = no result given.

SMILES | Rtt109 HAT inh | CDK5 inh | CAL PDZ FP-1 | Tat transport | V-ATPase pHluor | cardiac RTF act | MITF act | CAL PDZ FP-2 | dFosB act | Wnt act
O=C(N/N=C/c1ccc([N+](=O)[O-])s1)c1cccc(Br)c1 | -7 | -1.1 | -0.6 | -7 | 1 | -2 | -82 | 1 | -2 | x
COc1ccc(CCNC(=O)c2ccc3nc(N4CCOCC4)sc3c2)cc1OC | 0 | -1.3 | -2.7 | -8 | -2 | 6 | x | x | 2 | -1
COc1cc(CCC(=O)OCC(=O)Nc2ccc(F)c(F)c2F)cc(OC)c1OC | 3 | -1.3 | 0.4 | 5 | -2 | -11 | -2 | 0 | -1 | -2
NC(=S)c1cnn2c(-c3cccc(C(F)(F)F)c3)ccnc12 | -20 | -0.2 | 0.5 | 9 | -2 | 2 | -4 | 13 | -7 | 0
O=C1CN(C(=O)NCC(=O)N[C@@H](C(=O)O)c2ccccc2)c2ccccc2N1 | -15 | 1.1 | -2.3 | -1 | 1 | 1 | 16 | -3 | -2 | -1
COc1cc2[nH]c(=O)n(CCC(=O)NC3CCCC3)c(=O)c2cc1OC | 1 | 0.8 | -0.7 | -8 | 0 | -6 | 6 | 3 | -2 | x
Cc1noc(C)c1CS(=O)(=O)c1ccc([N+](=O)[O-])cc1 | -5 | -7.2 | x | -3 | 19 | -2 | -8 | -1 | 4 | -9
CCOC(=O)c1c(C)[nH]c(C)c1S(=O)(=O)N(C)CC(=O)Nc1ccccc1F | 16 | -0.7 | -2.2 | -7 | -1 | 2 | 1 | -5 | -7 | -3
CCOc1cc2[nH]c(=O)n(CCCC(=O)NCc3ccc(OC)cc3)c(=O)c2cc1OCC | 16 | 0.3 | -0.4 | 0 | -5 | 5 | x | -3 | -4 | 0
CN(C)S(=O)(=O)c1ccc(C(=O)OCc2ccc(C#N)cc2)cc1 | -10 | 0.0 | -0.6 | -3 | 1 | -2 | 13 | -2 | 1 | x
CCC(C)NC(=O)Cc1ccc(-c2ccccc2)cc1 (configuration not stated) | -2 | -9.8 | -1.5 | 21 | 88* | -1 | 1 | 1 | -2 | -5
Cc1ccc(NC(=O)CC(=O)Nc2ccc(C)cc2C)c(C)c1 | -1 | -0.8 | -1.8 | -14 | 0 | 4 | -3 | -3 | -6 | 1
CCN(CC(=O)Nc1cccc(OC)c1)CC(=O)Nc1ccc(Br)c(C)c1 | 8 | 1.5 | -1.3 | 1 | 2 | -4 | x | -3 | -13 | 2
c1ccc(CNc2ccc3ccccc3n2)nc1 | -11 | 4.4 | -2.2 | -1 | -1 | 3 | 6 | -2 | -9 | 10
Cc1ccc(S(=O)(=O)N(C(=O)c2ccncc2)c2ccc(OC(=O)c3ccncc3)c3ccccc23)c(C)c1 | u | 0.2 | -0.8 | 9 | -4 | -3 | -45 | 7 | -3 | -5

A second format for part of the listing above:
CCOc1cc2[nH]c(=O)n(CCCC(=O)NCc3ccc(OC)cc3)c(=O)c2cc1OCC
  Rtt109 HAT inh: 16
  CDK5 inh: 0.3
  CAL PDZ FP-1: -0.4
  Tat transport: 0
  V-ATPase pHluor: -5
  cardiac RTF act: 5
  MITF act: x
  CAL PDZ FP-2: -3
  dFosB act: -4
  Wnt act: 0

NC(=S)c1cnn2c(-c3cccc(C(F)(F)F)c3)ccnc12
  Rtt109 HAT inh: -20
  CDK5 inh: -0.2
  CAL PDZ FP-1: 0.5
  Tat transport: 9
  V-ATPase pHluor: -2
  cardiac RTF act: 2
  MITF act: -4
  CAL PDZ FP-2: 13
  dFosB act: -7
  Wnt act: 0

O=C(N/N=C/c1ccc([N+](=O)[O-])s1)c1cccc(Br)c1
  Rtt109 HAT inh: -7
  CDK5 inh: -1.1
  CAL PDZ FP-1: -0.6
  Tat transport: -7
  V-ATPase pHluor: 1
  cardiac RTF act: -2
  MITF act: -82
  CAL PDZ FP-2: 1
  dFosB act: -2
  Wnt act: x

Some of the entries so far, with two lines to a compound:
Results follow in this order: Rtt109 HAT inh | CDK5 inh | CAL PDZ FP-1 | Tat transport | V-ATPase pHluor | cardiac RTF act | MITF act | CAL PDZ FP-2 | dFosB act | Wnt act
> Cc1ccc(NC(=O)CC(=O)Nc2ccc(C)cc2C)c(C)c1
    -1 | -0.8 | -1.8 | -14 | 0 | 4 | -3 | -3 | -6 | 1
> CCN(CC(=O)Nc1cccc(OC)c1)CC(=O)Nc1ccc(Br)c(C)c1
    8 | 1.5 | -1.3 | 1 | 2 | -4 | x | -3 | -13 | 2
> c1ccc(CNc2ccc3ccccc3n2)nc1
    -11 | 4.4 | -2.2 | -1 | -1 | 3 | 6 | -2 | -9 | 10
> Cc1ccc(S(=O)(=O)N(C(=O)c2ccncc2)c2ccc(OC(=O)c3ccncc3)c3ccccc23)c(C)c1
    u | 0.2 | -0.8 | 9 | -4 | -3 | -45 | 7 | -3 | -5

Other records follow.
SMILES | Rtt109 HAT inh | CDK5 inh | CAL PDZ FP-1 | Tat transport | V-ATPase pHluor | cardiac RTF act | MITF act | CAL PDZ FP-2 | dFosB act | Wnt act
O=c1ccc(NS(=O)(=O)c2ccc(Cl)cc2)cn1Cc1ccc(Cl)c(Cl)c1 | 0 | -0.1 | -0.7 | 4 | 5 | -4 | x | -5 | -11 | -7
COc1ccc(F)c(-c2nc(CN3CCC(c4ccccc4)CC3)c(C)o2)c1 | 10 | -1.0 | -3.8 | 0 | -1 | 1 | -11 | 0 | -16 | 2
CCOc1ccc(C(CC(=O)O)NC(=O)C(c2ccccc2)c2ccccc2)cc1OC (configuration not stated) | -2 | 0.1 | 0.9 | 5 | -2 | -2 | 10 | -3 | 0 | -6
CC1CCCC(NC(=O)C2CC(=O)N(Cc3ccccc3)C2)C1C (configuration not stated) | -1 | -1.6 | 1.9 | 2 | 4 | 8 | -3 | 8 | -6 | 13
CCOc1ccccc1NC(=O)Nc1cc(OC)ccc1OC | 5 | -1.0 | 0.6 | -5 | 0 | -2 | -7 | 1 | 0 | -4
CCOC(=O)CSc1nnc(-c2ccco2)n1-c1ccc(C)cc1 | 3 | 0.0 | 0.3 | 3 | 4 | -2 | 1 | -1 | -3 | -7
COC(=O)CCCC1=CC2=CC(=O)C(C)(OC(=O)c3cccs3)C(=O)C2=CN1CC(C)C (configuration not stated) | 9 | 0.1 | 0.7 | -3 | 1 | 10 | -6 | 4 | -9 | 0
O=C(NC(Cc1c[nH]c2ccccc12)C(=O)O)c1cccs1 (configuration not stated) | -3 | -0.5 | -0.3 | -4 | 1 | -5 | -11 | 2 | 1 | 0
COc1cc(OC)cc(-c2c(C#Cc3ccsc3)c3cc(-c4ccc5c(c4)OCO5)ccc3n2C)c1 | 3 | -0.1 | 0.7 | 1 | 1 | 8 | 0 | -13 | -9 | -4
COc1ccc(S(=O)(=O)N2CCN(C(=S)NCCc3ccccc3)CC2)cc1 | 15 | 0.3 | -1.0 | 5 | -1 | -6 | 8 | 2 | -12 | -4
COc1ccc(NC(=O)CN2CCN(CC(=O)Nc3ccc(F)cc3F)CC2)cc1 | -2 | -0.8 | -1.2 | -8 | -3 | 2 | 10 | -4 | -12 | 8
COc1cc(NC(=O)CSc2nccc(C)n2)c(C)cc1[N+](=O)[O-] | -5 | -1.5 | -0.5 | 2 | x | -3 | 23 | -2 | -6 | 3
CCCCCNC(=O)c1cccc(S(=O)(=O)N2CC3(C)CC2CC(C)(C)C3)c1 (configuration not stated) | 2 | -0.4 | -1.6 | 17 | -2 | -9 | -4 | 0 | -15 | -3
N#CC(C#N)=C(N)CSc1cccc[n+]1[O-] | -1 | 0.7 | -0.4 | 1 | 1 | -1 | 0 | -2 | -1 | -1
COc1cc2[nH]c(=O)n(Cc3ccc(C(=O)N4CCC(N5CCCCC5)CC4)cc3)c(=O)c2cc1OC | 8 | 0.6 | -2.7 | -2 | 3 | -2 | -6 | x | 34* | x
N#Cc1ccc(OC(=O)c2cnccn2)cc1 | 1 | 2.3 | -0.2 | -1 | 0 | 0 | -4 | x | 4 | -4
CC(=O)c1ccc(N2CCN(C(=O)c3cn(Cc4ccccc4)nc3-c3cccnc3)CC2)c(F)c1 | -1 | -0.4 | -0.2 | -5 | 1 | -6 | 4 | x | -8 | -1
CCCCn1c(N)c(N(CC(C)C)C(=O)CSc2n[nH]c(-c3ccc(C)cc3)n2)c(=O)[nH]c1=O | -8 | 1.5 | -3.2 | 2 | 2 | -3 | 12 | -2 | -7 | -2
Cc1cnn(CCC(=O)NNC(=S)NCC(C)C)c1 | -3 | -0.4 | -0.4 | -4 | 3 | 0 | -11 | -6 | -1 | x
CC1CN(S(=O)(=O)c2ccc(C(=O)N(CCCN(C)C)c3nc4c(Cl)cccc4s3)cc2)CC(C)O1 (configuration not stated) | 4 | -1.7 | -3.2 | -7 | -3 | -4 | 3 | 1 | 3 | 0
CCOc1cc(N2CCOCC2)c(OCC)cc1NC(=O)c1cccc(N(C)C)c1 | -1 | 1.1 | 1.3 | 1 | 0 | -2 | 5 | -5 | -9 | -2
CSc1ccccc1NC(=S)NCc1ccc(Cl)cc1 | 1 | -1.5 | -2.2 | -5 | -1 | 6 | 7 | 0 | -7 | 13
COc1ccccc1C(=O)NN=C1CCN(Cc2ccccc2)CC1 | 4 | 1.6 | 0.1 | -9 | -2 | -2 | 3 | -6 | -4 | -3
Cc1c(C(=O)N2CCN(c3ccc(F)cc3)CC2)sc2nc3n(c(=O)c12)CCC3 | 2 | 0.0 | 0.1 | 2 | 3 | -16 | 3 | 86* | -1 | 0
COC(=O)c1cn(NC(=O)c2cccnc2)c(=O)c2ccccc12 | 0 | x | -0.4 | 3 | -3 | -4 | -2 | 12 | -4 | -6
Cc1sc2nc(SCC(N)=O)n(C)c(=O)c2c1C | 4 | 0.4 | -1.7 | -11 | 1 | 3 | x | -6 | 2 | -3
CCOC(=O)C1CCCN(C(=O)Cn2nc(CC)n3c(cc4sccc43)c2=O)C1 (configuration not stated) | 6 | -4.3 | 0.6 | 2 | 4 | 4 | -11 | -2 | -4 | -2
Fc1ccccc1CSc1ncnc2c1ncn2C1CCCO1 (configuration not stated) | 7 | -0.6 | 0.2 | -4 | -3 | -4 | 59 | -1 | -14 | 0
C/C(=N\NC(=S)NC(C)C)c1ccc(C(C)(C)C)cc1 | -5 | -3.0 | 2.1 | -9 | -2 | 3 | -1 | -4 | -3 | 0
O=C(Nc1ccc(SC(F)F)cc1)c1cc(-c2ccncc2)nc2ccccc12 | 0 | -0.5 | -1.6 | 6 | 4 | -3 | -4 | -3 | -7 | -12
Cc1ccc(-c2csc(NCCn3c(C)nc4cc(C(F)(F)F)ccc43)n2)cc1 | 1 | -0.3 | 0.0 | 1 | 0 | 0 | 4 | -5 | -2 | 13
O=C1OCCN1C(=O)[C@H]1[C@H](c2ccc(F)cc2)C(c2ccc(F)cc2)=NN1c1ccccc1 | -6 | 0.4 | 0.6 | 13 | -1 | -4 | 15 | -1 | 0 | -2
CN[C@H](C(=O)NC[C@H]1O[C@@H](n2cnc3c(N)ncnc32)[C@H](O)[C@@H]1O)[C@@H](C)OCc1ccccc1 | 2 | -0.3 | 0.2 | -5 | 0 | -5 | 17 | -4 | 6 | -3
